697 NFkB inh: inhibitors of the PMA/ionomycin-induced NF-kB reporter in 697 B cells; 697 B-cell NF-kB luciferase reporter, 16 h; inhibition, % at 4 µM; 330,000 compounds, 0.33% hits; in the data active = inhibition above about 35%
UBC13 inh: human UBC13 polyubiquitination inhibition; inhibition, % at 20 µM; 330,000 compounds, 0.47% hits; UBC13 polyubiquitin chain formation, TR-FRET; P61088; in the data active = inhibition above about 45%, passing the limit was not always enough
Target sequence (P61088 whole entry, looked up): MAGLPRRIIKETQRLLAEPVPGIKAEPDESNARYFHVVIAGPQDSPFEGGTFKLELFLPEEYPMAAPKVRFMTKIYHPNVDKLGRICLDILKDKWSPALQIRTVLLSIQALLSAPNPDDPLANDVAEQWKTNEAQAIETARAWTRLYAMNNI
Apaf1 inhib: blocks human Apaf-1 apoptosome activity. inhibition, % at 20 µM. reconstituted apoptosome caspase-3 activity, DEVD-Rh110 fluorescence. AID 489030. 330,000 compounds, 0.71% hits; active = inhibition of at least 40% at 20 µM;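 also: plate controls were DMSO wells for no effect and DEVD-CHO caspase inhibitor wells for full effect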
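System: reconstituted apoptosome with Apaf-1, cytochrome c, caspase-9, procaspase-3, dATP; Signal: Rh110 fluorescence intensity; Schedule: 30 min compound preincubation, 50 min activation, room temperature; Reagent: cytochrome c trigger plus (Z-DEVD)2-Rh110 caspase-3 substrate.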
HKDC1 inhibitor: HKDC1 (human) hexokinase inhibition; Q2TB90; recombinant HKDC1, G6PDH/diaphorase resazurin coupled fluorescence; inhibition, % at 20 µM; 340,000 compounds, 0.16% hits; AID 493160;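 active = inhibition above about 35% when tested at 20 µM, limit read from the data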;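 also: plate controls were DMSO wells with enzyme for no effect and DMSO wells lacking enzyme for full effect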
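test system = in-house recombinant HK5 (HKDC1) enzyme | amount = HKDC1 at 5 µg/mL | control set = DMSO-enzyme wells negative, buffer-substituted wells positive | compound = one dose of 20 µM, 1% DMSO | schedule = reaction time 90 min, room temperature, protected from light | technique = resorufin fluorescence at 613 nm | reagent = glucose with 1 mM ATP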
SENP8 block: SENP8 protease inhibition | inhibition, % at 10 µM | Q96LD8 | 330,000 compounds, 1.2% hits | purified SENP8, Z-RLRGG-aminoluciferin cleavage, luminescence
Target sequence (Q96LD8 whole entry, looked up): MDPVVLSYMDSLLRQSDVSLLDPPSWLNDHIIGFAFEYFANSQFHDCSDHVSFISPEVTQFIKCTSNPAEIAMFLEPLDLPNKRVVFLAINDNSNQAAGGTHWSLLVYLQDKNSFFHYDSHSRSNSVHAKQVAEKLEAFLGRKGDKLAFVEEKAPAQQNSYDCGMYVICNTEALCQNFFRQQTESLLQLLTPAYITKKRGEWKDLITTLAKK
SENP7 inh: blocks the human protease SENP7; 330,000 compounds, 1.5% hits; inhibition, % at 5 µM; Q9BQF6; recombinant SENP7, Z-RLRGG-aminoluciferin luminescence, 40 min; AID 434973;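 active = inhibition above about 50% at the single test dose, limit read from the data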;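 also: plate controls were DMSO with enzyme for no effect and no enzyme buffer wells for full effect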
Target sequence (Q9BQF6 706-1050 limits assumed): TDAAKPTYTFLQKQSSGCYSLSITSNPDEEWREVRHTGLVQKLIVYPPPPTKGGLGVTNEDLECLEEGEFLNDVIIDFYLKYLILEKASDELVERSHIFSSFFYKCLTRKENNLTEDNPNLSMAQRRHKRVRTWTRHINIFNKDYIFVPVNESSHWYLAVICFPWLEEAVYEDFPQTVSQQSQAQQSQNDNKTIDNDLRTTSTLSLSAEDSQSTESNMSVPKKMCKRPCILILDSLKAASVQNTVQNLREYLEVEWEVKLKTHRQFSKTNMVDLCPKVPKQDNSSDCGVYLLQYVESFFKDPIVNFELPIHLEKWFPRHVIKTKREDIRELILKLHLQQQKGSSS
Jurkat NFkB inh: lowers PMA/ionomycin-induced NF-kB signal in Jurkat cells; PMA/ionomycin-induced NF-kB luciferase reporter, luminescence; inhibition, % at 4 µM; 330,000 compounds, 0.53% hits; AID 435003
Gli-Sufu antag: Gli-Sufu pathway antagonism. 340,000 compounds, 0.74% hits. AID 588413. Sufu-KO-LIGHT fibroblasts, Gli luciferase reporter luminescence. inhibition, % at 5 µM;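 active = inhibition above about 55%, limit read from the data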;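 also: 0% = DMSO-treated cells and 100% = wells with medium but no cells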
An asterisk follows results filed as active; / = no result given. Rule as the data show it, unless noted: active = inhibition above about 50%; inactive = the rest.

item	structure	SENP7 inh	UBC13 inh	Gli-Sufu antag	Apaf1 inhib	SENP8 block	HKDC1 inhibitor	Jurkat NFkB inh	697 NFkB inh
1	C=CCC[C@@H](Cc1ccc(F)cc1)C(=O)OC[C@H](Cc1c[nH]c2ccccc12)NC(=O)[C@H](CC=C)CC(=O)N(CCO)Cc1ccccc1	-1	-6	-6	25	-11	-2	-16	-20
2	COc1cccc(Cn2c(=O)sc3ccccc3c2=O)c1	5	12	-14	2	-5	-1	5	-15
3	CCCCN(CCCC)S(=O)(=O)c1ccc(NS(=O)(=O)c2ccc(NC(C)=O)cc2)cc1	-2	12	-2	-2	1	16	-3	6
4	Cc1ccc(OCC(=O)OC2CCCN(C)C2)cc1 (configuration not stated)	-4	2	-11	-12	1	-8	-5	-5
5	CC(C)c1ccccc1OCC(=O)Nc1ccc2[nH]ncc2c1	11	3	0	12	1	12	-13	3
6	COc1ccc(/C(N)=N/OC(=O)c2c(-c3ccccc3Cl)noc2C)cc1OC	0	5	1	12	1	-5	7	-25
7	O=C(CCCn1c(=O)oc2ccccc21)Nc1ccccc1	-7	5	0	2	-6	0	-18	-10
8	C=C[C@@H]1c2cc(C)ccc2N(S(=O)(=O)c2ccc(C)cc2)[C@H](c2ccc(OC(C)=O)cc2)C1(C#N)C#N	-1	4	-10	12	9	0	29	11
9	O=C(N/N=C\c1ccc(O)c([N+](=O)[O-])c1)c1ccccc1-n1cccc1	-3	-44	-8	9	-5	-6	-3	1
10	CC1(C)c2ccccc2N2CCC(=O)NC21/C=C/c1ccco1 (configuration not stated)	10	-25	0	16	3	-6	7	15
11	Cc1cc(NS(=O)(=O)c2ccc(Nc3nc(-c4sc(NC(=O)c5ccccc5)nc4C)cs3)cc2)no1	65*	-3	/	28	43	/	-21	-61
12	COc1cccc(C(C(=O)NC2CCCC2)N(C(=O)c2ccco2)c2cccc(C(C)=O)c2)c1OC (configuration not stated)	-19	-2	0	13	-3	-6	-27	6
13	CC(Cn1cncn1)C(=O)N1CCN(S(=O)(=O)c2ccccc2)CC1 (configuration not stated)	3	-1	0	1	0	-6	2	11
14	Cc1c(NC(=O)C(C#N)=C2CCCCC2)c(=O)n(-c2ccccc2)n1C	12	-2	2	5	-5	-1	-2	-8
15	O=C(O)c1cc(S(=O)(=O)N2CCCCC2)sc1Cl	-8	-9	1	-13	-14	-10	-6	-11
16	CCN1C(=O)[C@H]2[C@H]3CN=C(SCc4ccc(C)cc4)N3[C@@](Cc3ccccc3)(C(=O)OC)[C@H]2C1=O	1	/	4	28	/	-2	/	-13
17	CC(C)(C)C(=O)CNS(=O)(=O)c1ccc(S(=O)(=O)NC2CCCC2)cc1	1	2	-4	-7	6	-15	3	-20
18	CCCCn1c(N)c(N(CCOC)C(=O)c2ccc(C)o2)c(=O)[nH]c1=O	-5	3	-9	0	15	-6	15	17
19	CCOC(=O)C1=C(c2ccccc2)N(C)C(=O)NC1c1ccc(OC(F)F)c(OC)c1 (configuration not stated)	-2	-1	2	12	-9	5	5	-3
20	CN(c1ccc(OC(=O)CN2C(=O)NC3(CCCC3)C2=O)cc1)S(=O)(=O)c1ccccc1	-7	9	-2	7	0	1	0	16
21	Cc1sc(NC(=O)C2CCCC2)c(C#N)c1C	-5	16	3	-10	-1	-4	12	-12
22	Cc1cc(C(=O)N/N=C/c2cccnc2)c2ccccc2n1	2	2	5	4	2	-7	-8	16
23	CC(C)Oc1ccc(CN2CCCC(CO)(Cc3ccc(F)cc3)C2)cc1 (configuration not stated)	-6	14	25	-6	-9	-3	-4	-6
24	Cc1ccc(S(=O)(=O)CCC(=O)N2CCN(c3ccc([N+](=O)[O-])cc3)CC2)cc1	14	-16	14	4	-7	-1	4	-15
25	CCn1cc(C(=O)N2CC(C)CC(C)C2)c(=O)c2cc(S(=O)(=O)N3CCOCC3)ccc21 (configuration not stated)	2	2	7	-1	4	-1	-19	9

Compound profiles, from the list above.
Cc1cc(C(=O)N/N=C/c2cccnc2)c2ccccc2n1 as listed: SENP7 inh: 2; UBC13 inh: 2; Gli-Sufu antag: 5; Apaf1 inhib: 4; SENP8 block: 2; HKDC1 inhibitor: -7; Jurkat NFkB inh: -8; 697 NFkB inh: 16
Cc1cc(NS(=O)(=O)c2ccc(Nc3nc(-c4sc(NC(=O)c5ccccc5)nc4C)cs3)cc2)no1 as listed: SENP7 inh: 65*; UBC13 inh: -3; Gli-Sufu antag: /; Apaf1 inhib: 28; SENP8 block: 43; HKDC1 inhibitor: /; Jurkat NFkB inh: -21; 697 NFkB inh: -61

Continued:
item	structure	SENP7 inh	UBC13 inh	Gli-Sufu antag	Apaf1 inhib	SENP8 block	HKDC1 inhibitor	Jurkat NFkB inh	697 NFkB inh
26	O=c1cc(CN2CCN(S(=O)(=O)/C=C/c3ccccc3)CC2)c2ccc(O)cc2o1	-12	2	14	22	-5	-3	0	-18
27	CCc1nn2cc(-c3ccccc3)nc2s1	96*	-2	-59	12	89*	0	-21	-165
28	CC(Cl)C(=O)NNC(=O)CNS(=O)(=O)c1ccccc1 (configuration not stated)	4	3	-4	-3	3	-7	10	-2
29	CCCCC(=O)NS(=O)(=O)c1ccc(N=NN2CCOCC2)cc1	1	4	-2	-10	-4	-18	7	-12
30	Cc1c(C(=O)N(Cc2cccc(Br)c2)C2CCS(=O)(=O)C2)oc2ccc(F)cc12 (configuration not stated)	4	-4	/	29	-5	6	-13	-24
31	O/N=C(/c1ccc(F)cc1)C1CC1c1c(F)cccc1Cl (configuration not stated)	6	11	32	9	0	0	-9	-5
32	CCOc1ccc(-c2nnn(CC(=O)NCc3cccs3)n2)cc1	1	1	-5	-14	-8	-4	12	-17
33	CC(C)CC(=O)Nc1ccc(S(=O)(=O)N2CCCC2)cc1	0	1	-3	-18	-1	-6	4	-1
34	CCN1CCN(CCc2nc3cc([N+](=O)[O-])ccc3n2C)CC1	8	2	9	-2	0	-3	-2	-6
35	COc1ccc(CNC(=O)COC(=O)c2ccc(OCC3CCCO3)cc2)cc1 (configuration not stated)	8	2	-5	-8	-3	1	1	17
36	CCOc1ncccc1C(=O)Nc1ccc(F)c(Cl)c1	6	5	-2	6	7	-15	3	-1
37	CCOc1ccc(NS(=O)(=O)c2ccc(NC(=S)NC(=O)CC(C)C)cc2)cc1	12	0	4	16	-12	0	-1	-13
38	COc1ccccc1N1CCN(C(=O)c2cn(-c3ccccc3)nc2-c2cccnc2)CC1	0	1	-20	14	1	7	4	-17
39	C=CCN1/C(=C2/SC(=S)N(C)C2=O)Sc2ccccc21	7	-4	/	-5	14	/	-14	-1
40	CCCOc1ccc(C2=CSC3=NCCN23)cc1[N+](=O)[O-]	3	-2	-4	3	-7	-5	-10	1
41	O=C(Nc1ccccc1C(=O)N1CCOCC1)c1ccc(CSc2ccccc2)cc1	2	2	8	0	-3	-8	-1	-12
42	Cc1c(C(=O)N2CCCCC2)sc(NC(=O)C23CC4CC(CC(C4)C2)C3)c1C#N	8	-1	-5	20	-2	9	-22	-19
43	O=C(Nc1ccccc1F)c1cc(S(=O)(=O)N2CCOCC2)ccc1N1CCOCC1	-3	2	-3	5	13	-2	20	14
44	CCCOCC1CC(CCc2nc(=S)[nH][nH]2)C(=O)O1 (configuration not stated)	-12	20	2	-7	-8	-6	8	28
45	CCCC(=O)Nc1ccc(Cl)c(NC(=S)NC(=O)C(C)C)c1	1	4	0	-3	5	0	6	-13
46	COc1ccc(-c2nc(-c3cccc(C)c3)nc(N3CCN(C)CC3)c2C#N)cc1	3	41	1	33	3	-2	51*	6
47	Cc1cccc(N(CC(=O)NC(C)(C)C)C(=O)CNC(=O)c2cccs2)c1C	2	-2	-6	-6	-8	-8	-9	-4
48	CCN(CC)Cc1nc2sc(C)c(C)c2c(=O)[nH]1	5	8	-7	-13	6	-11	-5	17
49	CC1CC(C)CN(CCOc2cccc(Cl)c2Cl)C1 (configuration not stated)	8	12	13	-7	-1	-2	5	-12
50	COc1ccc(N(C(C)=O)C2C=CS(=O)(=O)C2)c(OC)c1 (configuration not stated)	4	0	-7	-11	-9	3	14	12

5 compounds out of the list above, sorted by their value in Jurkat NFkB inh, descending.
| nr | compound | SENP7 inh | UBC13 inh | HKDC1 inhibitor | Jurkat NFkB inh | 697 NFkB inh |
| --- | --- | --- | --- | --- | --- | --- |
| 18 | CCCCn1c(N)c(N(CCOC)C(=O)c2ccc(C)o2)c(=O)[nH]c1=O | -5 | 3 | -6 | 15 | 17 |
| 50 | COc1ccc(N(C(C)=O)C2C=CS(=O)(=O)C2)c(OC)c1 (configuration not stated) | 4 | 0 | 3 | 14 | 12 |
| 19 | CCOC(=O)C1=C(c2ccccc2)N(C)C(=O)NC1c1ccc(OC(F)F)c(OC)c1 (configuration not stated) | -2 | -1 | 5 | 5 | -3 |
| 24 | Cc1ccc(S(=O)(=O)CCC(=O)N2CCN(c3ccc([N+](=O)[O-])cc3)CC2)cc1 | 14 | -16 | -1 | 4 | -15 |
| 17 | CC(C)(C)C(=O)CNS(=O)(=O)c1ccc(S(=O)(=O)NC2CCCC2)cc1 | 1 | 2 | -15 | 3 | -20 |

(continued)
item	structure	SENP7 inh	UBC13 inh	Gli-Sufu antag	Apaf1 inhib	SENP8 block	HKDC1 inhibitor	Jurkat NFkB inh	697 NFkB inh
51	O=C(Cn1cnc2cc([N+](=O)[O-])ccc2c1=O)NC(c1ccccc1)c1ccccc1	6	-5	-2	12	9	-9	8	19
52	O=C(NCCc1ccccc1)C1CCC(Cn2c(=O)c3ccccc3n(Cc3cccnc3)c2=O)CC1 (configuration not stated)	-3	21	14	7	7	-8	-4	-30
53	C[C@@H]1[C@@H](Sc2ccccc2)CC(=O)O[C@@H]1c1ccc(-c2ccccc2)cc1	-13	6	6	17	-10	6	22	10
54	CN(C)c1nc(N)c2ncc(=S)[nH]c2n1	10	-8	2	18	2	10	-22	10
55	Cc1nn(C)c(C)c1S(=O)(=O)N1CCC(C(=O)Nc2ccc3c(c2)OCCO3)CC1	-2	6	10	-6	5	-2	-22	-24
56	COCC1CCN(Cc2c(C(=O)N3CCN(C4CCCCC4)CC3)nc3ccccn23)C1 (configuration not stated)	-9	-4	13	12	-7	-4	-6	17
57	CC(=O)N(c1ccc(Cl)cc1)c1nc(C)cc(C)c1C#N	2	-5	-4	-3	-3	-4	-10	5
58	CC1=C(C(=O)OCC2CCCO2)C(c2ccccc2)NC(=O)N1 (configuration not stated)	1	0	3	-20	-9	-9	7	-5
59	COc1ccc(-c2coc3cc4oc(=O)cc(-c5ccccc5)c4cc23)cc1F	-13	-8	14	-1	-4	9	67*	-10
60	CN1CCN(NC(=O)c2c(-c3ccccc3)sc3ccccc23)CC1	-17	-6	-21	14	-8	-5	0	-10
61	NNC(=O)c1ccc(Oc2cc(Cl)cc(Cl)c2)o1	2	7	-3	7	-7	0	5	9
62	O=C(NCc1ccc(Cl)cc1)C1CCN(c2nnc(N3CCCC3=O)s2)CC1	-2	8	0	-6	8	-5	8	6
63	O=C(CN1CCN(CC(=O)Nc2ccccc2Cl)CC1)NCC1(N2CCOCC2)CCCCC1	3	15	27	8	-8	2	23	3
64	CCOc1ccc2nc(N3CCC(C(=O)N4CCN(C5CCCCC5)CC4)CC3)sc2c1	-9	26	-3	11	-3	4	42	-143
65	CNC(=O)CS(=O)(=O)CC(=O)Nc1cc(OCCOC)c(Cl)cc1Cl	2	4	-7	4	0	-6	-11	2

Screening data from PubChem.
